Screening data (PubChem BioAssay)
CHT block: inhibitors of human choline transporter CHT; High affinity choline transporter 1 (Homo sapiens), Q9GZV3; B-score at 10 µM; CHT-expressing cells, membrane potential dye, choline response; hits give low values; actives 0.86% (n = 310,000);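 active means B-score over 3 SD under the library average, and starting fluorescence ratio not unusually high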;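 further: choline stimulus applied at its EC90 after an EC20 pre-addition; B-score computed on integrated fluorescence ratio after choline addition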
KCNQ2 inh: KCNQ2 potassium channel inhibitors, primary screen, cell-based, CHO-K1, FluxOR thallium flux, B-score (AID 2156); Potassium voltage-gated channel subfamily KQT member 2 (Rattus norvegicus), O88943; 20 min; hits give low values; B-score at 10 µM; actives 1.1% (n = 310,000);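 active means fluorescence ratio B-score at most minus 3 library SDs, with starting brightness B-score within 2 library SDs, cut at about -5.5 in these data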
Target sequence (O88943 whole entry, looked up): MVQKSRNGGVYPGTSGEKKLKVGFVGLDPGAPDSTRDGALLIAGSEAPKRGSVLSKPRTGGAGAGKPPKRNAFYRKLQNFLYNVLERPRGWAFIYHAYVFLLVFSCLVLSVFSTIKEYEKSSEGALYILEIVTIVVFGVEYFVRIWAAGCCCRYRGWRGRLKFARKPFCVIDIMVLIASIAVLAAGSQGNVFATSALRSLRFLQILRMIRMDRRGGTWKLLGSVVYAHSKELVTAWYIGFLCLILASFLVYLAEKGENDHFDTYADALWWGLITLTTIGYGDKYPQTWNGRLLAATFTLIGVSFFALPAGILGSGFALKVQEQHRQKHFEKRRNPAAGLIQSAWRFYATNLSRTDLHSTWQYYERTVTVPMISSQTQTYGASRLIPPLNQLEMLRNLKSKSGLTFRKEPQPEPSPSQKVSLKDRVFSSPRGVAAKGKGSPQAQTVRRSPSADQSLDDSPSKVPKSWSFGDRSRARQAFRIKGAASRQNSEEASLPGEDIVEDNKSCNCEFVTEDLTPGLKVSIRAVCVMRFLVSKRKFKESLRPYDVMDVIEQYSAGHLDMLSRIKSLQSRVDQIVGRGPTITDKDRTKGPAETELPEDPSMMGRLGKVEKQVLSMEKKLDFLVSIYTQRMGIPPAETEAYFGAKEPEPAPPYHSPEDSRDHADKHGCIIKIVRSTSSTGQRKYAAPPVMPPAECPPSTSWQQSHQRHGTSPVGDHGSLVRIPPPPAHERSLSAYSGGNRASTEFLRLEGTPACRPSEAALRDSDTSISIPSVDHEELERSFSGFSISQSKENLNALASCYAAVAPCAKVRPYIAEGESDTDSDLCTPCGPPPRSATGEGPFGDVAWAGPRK
* = called active by the depositor; i = inactive; . = not tested or not shown.

SMILES	CHT block	KCNQ2 inh
CCOC(=O)CSc1n[nH]c(NC(C)=O)n1	i	i
O=C(O)c1cncc(C#CCC2CCCCC2)c1	i	i
N#C/C(=C\c1ccc([N+](=O)[O-])o1)c1nc2ccccc2[nH]1	i	i
C=CCNC(=O)c1cc(C(=O)C(C)c2ncc(C(F)(F)F)cc2Cl)c[nH]1 (configuration not stated)	i	i
Cc1nc2ccccc2c(=O)n1NC(=O)C1CCC(C(C)(C)C)CC1 (configuration not stated)	i	i
CSc1c(CC(=O)Nc2ccccc2)n(C)c2ccccc12	i	i
CC(C(=O)N1CCOCC1)N1C(=O)c2ccccc2C1=O (configuration not stated)	i	i
COc1cc(C(=O)N/C(=C/c2ccc(F)cc2)C(=O)NC(C(=O)O)c2ccccc2)cc(OC)c1OC (configuration not stated)	i	i
CCOc1cc2[nH]c(=S)n(Cc3ccc(C)o3)c(=O)c2cc1OCC	i	i
Cc1ccc(NC(=O)c2ccc(-n3cncn3)c([N+](=O)[O-])c2)cc1	i	i
CC(C)c1ccc(OCc2ccc(C(=O)N3CCCC3)o2)cc1	i	i
CCN(CC)S(=O)(=O)c1ccc(OC)c(NC(=O)c2cc([N+](=O)[O-])ccc2Cl)c1	i	i
O=C(NCc1ccccc1)C1CCC(CNS(=O)(=O)c2cccs2)CC1 (configuration not stated)	i	i
O=C(Nc1ccon1)c1sc2ccccc2c1Cl	i	i
CCc1ccc(OCC(=O)NC(=S)Nc2ccc(C)cc2C)c(Br)c1	i	i
CN(C(=O)c1cc([N+](=O)[O-])ccc1NCc1cccnc1)c1ccccc1	i	i
CCn1cc(C(=O)OCC(=O)Nc2ccc(S(=O)(=O)N3CCCC3)cc2)c(=O)c2ccc(C)nc21	i	i
C=CCOc1ccc(/C=N/NC(=O)C(C)Sc2ccccn2)cc1OCC (configuration not stated)	i	i
CN(c1ccccc1)S(=O)(=O)c1cc(Cl)ccc1Cl	i	i
O=C(N/N=C/c1cccnc1)c1cccc(N2CCCC2=O)c1	i	i
COc1cccc(/C=C2\SC(=S)N(CCC(=O)NCCc3ccc(O)cc3)C2=O)c1	i	i
O=C(C1CCC(C(=O)N2CCc3ccccc32)CC1)N1CCc2ccccc21 (configuration not stated)	i	i
Cc1ccnc(NS(=O)(=O)c2ccc(NS(C)(=O)=O)cc2)n1	i	i
COc1cc(/C=C(\C#N)C(=O)Nc2ccccc2F)ccc1OCCN1CCOCC1	i	i
Cc1cc(C)c(CN2CCC(n3nccc3NC(=O)c3ccccc3Cl)CC2)cc1C	i	i
Later entries:
SMILES	CHT block	KCNQ2 inh
Cc1csc2nc(=O)c3ccccc3n12	.	i
O=C(/C=C/c1ccccc1)N/C(=C/c1ccccc1)C(=O)N1CCOCC1	i	i
CCc1ccccc1NC(=O)C1CCCN(S(=O)(=O)c2c(C)noc2C)C1 (configuration not stated)	i	i
Cc1nn(C)c(C)c1NC(=O)c1ccccc1NC(=O)Nc1ccccc1	i	i
O=C(NC1CCS(=O)(=O)C1)c1cccc(S(=O)(=O)N2CCCCCC2)c1 (configuration not stated)	i	i
O=C(Cc1cccs1)N1CCN(C(=O)C2CCCO2)CC1 (configuration not stated)	i	i
COc1ccc(N(C)S(=O)(=O)c2cccc(C(=O)NCC3CCCCC3)c2)cc1	.	i
CCOC(=O)CCc1c(C)nc2cc(-c3ccc(F)cc3)[nH]n2c1=O	i	i
O=C(c1ccccc1)c1cn[nH]c1-c1ccccc1O	i	i
Cc1[nH]nc2c1C(c1cc(Br)cs1)C(C#N)=C(N)O2 (configuration not stated)	i	i
c1ccc(CCNc2ncnc3ccccc23)cc1	i	i
CC(C)C(c1nnnn1Cc1ccccc1)N(Cc1ccco1)Cc1cccs1 (configuration not stated)	i	-9.03*
Cc1ccc(C(C(=O)NCC2CCCO2)N(C(=O)c2snc(C(N)=O)c2N)c2ccc(C)c(C)c2)o1 (configuration not stated)	i	i
O=C(OCCCCN1C(=O)c2ccccc2C1=O)c1ccc(S(=O)(=O)N2CCCC2)cc1	i	i
COc1ccc(NC(=O)CCc2nc(-c3ccc(C)cc3)no2)c(OC)c1	i	i
COC(=O)c1sc2ccccc2c1-n1cccc1C(=O)C(=O)Nc1ccc(F)cc1	i	i
CC(C)(C)N(Cc1cc2ccccc2[nH]c1=O)C(=O)c1ccco1	i	i
Cn1ncn2c(=O)c3c(nc12)-c1ccccc1CC31CCCC1	i	i
COc1cccc(NC(=O)Nc2ccc(Br)cn2)c1	i	i
C=CCOc1ccc2c(CC)cc(=O)oc2c1C	i	i
Cc1ccccc1OCCCN1CCOCC1	i	i
Oc1ccc(Nc2ncnc3c2oc2ccccc23)cc1	i	i
Cc1oc2cc3oc(=O)c(CCC(=O)NCCCC(=O)O)c(C)c3cc2c1C	i	i
COc1ccc(OC)c(S(=O)(=O)Nc2ccc(O)c3ccccc23)c1	i	i
N=C1/C(=C\c2ccc(OC(=O)c3ccc(F)cc3)cc2)C(=O)N=C2SC(N3CCCC3)=NN12	i	i

Ordered by molecular weight (ascending): some entries from above
SMILES	CHT block	KCNQ2 inh
Cc1csc2nc(=O)c3ccccc3n12	.	i
Cc1[nH]nc2c1C(c1cc(Br)cs1)C(C#N)=C(N)O2 (configuration not stated)	i	i
CC(C)C(c1nnnn1Cc1ccccc1)N(Cc1ccco1)Cc1cccs1 (configuration not stated)	i	-9.03*

Further entries follow.
SMILES	CHT block	KCNQ2 inh
Cc1cc(C)cc(N(CC(=O)NC(C)(C)C)C(=O)CCC(=O)Nc2nccs2)c1	i	i
CCOc1ccccc1NC(=O)N1CCC(NC(=O)c2ccccc2C)CC1	i	i
CCOC(=O)Cc1csc(SCC(=O)Nc2cccc(C#N)c2)n1	i	i
Cc1ccc(-n2ncc3c(NCCCN4CCOCC4)ncnc32)c(C)c1	i	i
CCOc1ccc2[nH]c3c(c2c1)CNCC3	i	i
COC(=O)c1nc2n(n1)C(c1ccccc1OC)C1=C(CCCC1=O)N2 (configuration not stated)	i	i
CCOC(=O)c1cc(C#N)c(SC)nc1C	i	i
Cc1c(CCO)sc[n+]1CC(=O)OCCC12CC3CC(CC(C3)C1)C2	i	i
C(=N\Nc1nc(-c2ccccc2)cs1)/c1ccco1	i	i
O=C(COC(=O)c1cccc(S(=O)(=O)N2CCc3ccccc32)c1)NCc1ccco1	i	i
COc1ccccc1C(NC(C)=O)c1c(O)ccc2ccc(O)cc12 (configuration not stated)	i	i
COc1cc(SC)ccc1C(=O)NCCOc1ccc(C)c(C)c1	i	i
Cc1ccc(NC(=O)c2ccc(Cn3cc([N+](=O)[O-])cn3)cc2)c(C)c1	-5.16*	i
COc1ccc(NC(=O)Cc2c(SC)c3ccccc3n2Cc2ccccc2)cc1	i	i
CS(=O)(=O)N1CCN(c2ccccc2NC(=O)c2cccnc2Cl)CC1	i	i
CS(=O)(=O)c1ccc(Cl)c(NC(=O)COC(=O)c2cccc(C#N)c2)c1	i	i
COc1ccc(OCCCC(=O)NCCc2ccc(OC)c(OC)c2)cc1	i	i
Cc1cc(=O)[nH]c(SCc2csc(-c3ccccc3)n2)n1	i	i
COc1ccc(CN(C)C(=O)CNC(=O)Cc2cccc3ccccc23)c(OC)c1OC	i	i
Cc1cc(C)cc(C(=O)NC2C(=O)N3C(C(=O)O)=C(CSc4nnc(C)s4)CSC23)c1 (configuration not stated)	i	i
CCOc1ccc(NC(C)C(=O)N/N=C/c2ccc([N+](=O)[O-])cc2)cc1 (configuration not stated)	i	i
Cn1cc(CN(Cc2ccccn2)C[C@@H]2CCC(=O)N2)c(-c2ccccc2F)n1	i	i
Cc1ccc(-n2c(CNC(=O)c3cccs3)nnc2SCC(=O)NO)cc1	i	i
CC1(C)CC(=O)C2=C(C1)N(c1ccc(Cl)cc1)C(=O)C2(O)C(F)(F)F (configuration not stated)	i	i
Cc1cccc(-n2c(Cn3nc(C)c([N+](=O)[O-])c3C)n[nH]c2=S)c1	i	i
Additional results
SMILES	CHT block	KCNQ2 inh
CCC(c1nnnn1CCOC)N(Cc1cc2c(C)cc(C)cc2[nH]c1=O)CC1CCCO1 (configuration not stated)	i	i
Cc1ccc(/C=N/NC(=O)Nc2ccccc2)o1	i	i
C/C(=N\NC(=O)Cc1ccc(Cl)cc1)c1cccnc1	i	i
COc1cccc(CNC(=O)CCC2CCCN(c3cc(C)nc(N)n3)C2)c1 (configuration not stated)	i	i
CC1(C)OC(=O)N(CC(=O)Nc2cccc(C(F)(F)F)c2)C1(C)O (configuration not stated)	i	i
CCOc1ccc(OCc2ccc(C(=O)N3CCCC3)o2)cc1	-8.07*	i
COc1ccc(CN2C(=O)[C@@H]3C(c4ccc(F)cc4)=NO[C@@H]3C2=O)cc1	i	.
O=C1C(=O)N(C2CCCC2)C(=O)N1Cc1c(F)cccc1Cl	i	i
Cc1ccc(C)c(Cn2nc(-c3cc(C)ccc3C)ccc2=O)c1	i	i
NC1=C(c2ccccc2)C(=O)NC1=O	i	i
OCC1(Cc2ccc(Cl)cc2)CCN(Cc2ccccc2F)CC1	i	i
COc1ccc(-c2nc(C)ncc2-c2csc(C)n2)c(O)c1	i	i
COc1cc(/C=C2/SC(=O)NC2=O)ccc1OCc1ccccc1	i	i
COc1ccc(OC)c(-c2csc(NC(=O)c3ccccc3F)n2)c1	i	i
Nc1ccccc1C(=O)N/N=C1\C2CN3CCN(C2)CC1(c1ccccc1)C3	i	i
COc1ccc(Nc2nc(N3CCCC3)nc(N3CCOCC3)n2)cc1	i	i
CCCOc1cccc(C(=O)Nc2nnn(CCC)n2)c1	i	i
COc1ccc(/C=C/C(=O)c2ccc(NC(=O)c3cccs3)cc2)cc1OC	i	i
Cc1ccc(NC(=O)c2c([N+](=O)[O-])c(C(C)(C)C)nn2C)cc1	i	i
C[C@@H]1[C@H](O)C[C@@]23COC(=O)C2=CCCC3[C@@]1(C)CCC1COC(=O)C1 (some centres not stated)	i	.
COc1ccc(Cl)cc1C(=O)NCC(c1ccco1)N1CCCC1 (configuration not stated)	i	i
CCC(c1nnnn1Cc1ccco1)N(CCN1CCOCC1)Cc1cc2cc(C)ccc2[nH]c1=O (configuration not stated)	i	i
O=C(COc1ccccc1)Nc1ccncc1Cl	i	i
COc1ccc2c(C(=O)CCl)c[nH]c2c1	i	i
Brc1ccc(-c2nnc(-c3ccccc3)c(N3CCSCC3)n2)cc1	i	i
More results:
SMILES	CHT block	KCNQ2 inh
CC1CCN(CCn2c(=S)[nH]c3ccccc3c2=O)CC1	i	i
O=C(Nc1cccnc1)c1cc(F)c(F)cc1Cl	i	i
CN1CCCN(C(=O)CC(c2ccccc2)c2ccccc2)CC1	i	i
O=C(Cn1cc(C(=O)C(F)(F)F)c2ccccc21)N1CCOCC1	i	i
O=C(NCc1cccs1)c1cc(S(=O)(=O)N2CCCCC2)ccc1Cl	i	i
COc1cc(C(=O)NCC(c2cccnc2)N2CCN(c3ccc(F)cc3)CC2)cc(OC)c1OC (configuration not stated)	i	i
Cc1cc(C)cc(NC(=S)N2CCN(c3ccccn3)CC2)c1	i	i
CCSc1nnc(NC(=O)CSc2sc3c(O)cc(=O)[nH]c3c2C#N)s1	i	i
CCc1ccccc1NS(=O)(=O)c1ccc(SC)cc1	i	i
OC1(Cc2cc(-c3ccccc3)no2)CCN(CCCc2ccccc2)CC1	i	i
Cc1nc(NC(C)(C)CO)c([N+](=O)[O-])cc1[N+](=O)[O-]	i	i
CCOc1ccc(Br)cc1S(=O)(=O)Nc1ccc(C(=O)Nc2ccc(C)cc2)cc1	i	i
COC(=O)NC1CSCC1OC(=O)c1ccc(Br)cc1 (configuration not stated)	i	i
O=C1CSC(=S)N1Cc1cccnc1	i	i
CC1(c2ccccc2)NC(=O)N(CCN2C(=O)c3ccccc3C2=O)C1=O (configuration not stated)	i	i
Cc1cc(NC(=O)Cn2ccsc2=N)c([N+](=O)[O-])cc1C	i	i
Cc1ccc(C(=O)CSc2n[nH]c(C)n2)cc1	i	i
Cc1cc(C)[n+](Cc2ccccc2)cc1C(N)=O	i	i
Cc1cc(C)c2c(N)c(C(=O)NN3CC(=O)N(c4ccccc4)CC3=O)sc2n1	i	i
O=C(Nc1nnc(-c2ccc3c(c2)CCCC3)o1)c1ccccc1Cl	i	i
Cc1cc(-c2nn3c(-c4ccccc4)nnc3s2)c2ccccc2n1	i	i
CCCSc1ccc(-c2nn(-c3ccccc3)cc2/C=C(/C#N)C(=O)N2CCOCC2)cc1	i	i
O=C(O)C1CCCN1C(=O)c1cccs1 (configuration not stated)	i	i
O=C(c1ccc2c(=O)n(Cc3ccccc3)c(=S)[nH]c2c1)N1CCCC1	i	i
Cc1ccc(NC(=O)CCC(=O)N/N=C/c2ccc(O)cc2O)cc1	i	i
CC1CCc2c(C(=O)OCC(=O)Nc3cccc(S(=O)(=O)N4CCCCCC4)c3)csc2C1 (configuration not stated)	i	i
Cc1cc(NC(=O)CSc2nnc(-c3ccc4c(c3)OCCO4)o2)no1	i	i

Molecules shown so far that have two or more sulfur atoms, in the order listed:
SMILES	CHT block	KCNQ2 inh
O=C(NCc1ccccc1)C1CCC(CNS(=O)(=O)c2cccs2)CC1 (configuration not stated)	i	i
COc1cccc(/C=C2\SC(=S)N(CCC(=O)NCCc3ccc(O)cc3)C2=O)c1	i	i
Cc1ccnc(NS(=O)(=O)c2ccc(NS(C)(=O)=O)cc2)n1	i	i
O=C(NC1CCS(=O)(=O)C1)c1cccc(S(=O)(=O)N2CCCCCC2)c1 (configuration not stated)	i	i
CCOC(=O)Cc1csc(SCC(=O)Nc2cccc(C#N)c2)n1	i	i
Cc1cc(=O)[nH]c(SCc2csc(-c3ccccc3)n2)n1	i	i
Cc1cc(C)cc(C(=O)NC2C(=O)N3C(C(=O)O)=C(CSc4nnc(C)s4)CSC23)c1 (configuration not stated)	i	i
Cc1ccc(-n2c(CNC(=O)c3cccs3)nnc2SCC(=O)NO)cc1	i	i
O=C(NCc1cccs1)c1cc(S(=O)(=O)N2CCCCC2)ccc1Cl	i	i
CCSc1nnc(NC(=O)CSc2sc3c(O)cc(=O)[nH]c3c2C#N)s1	i	i
CCc1ccccc1NS(=O)(=O)c1ccc(SC)cc1	i	i
O=C1CSC(=S)N1Cc1cccnc1	i	i
CC1CCc2c(C(=O)OCC(=O)Nc3cccc(S(=O)(=O)N4CCCCCC4)c3)csc2C1 (configuration not stated)	i	i
